# S100A4 inh HTS: inhibitors of human S100A4 binding to myosin IIA peptide. S100A4/TAMRA-MyoIIA peptide fluorescence polarization. P26447. AID 652163. inhibition, % at 10.7 µM. 360,000 compounds, 0.14% hits;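 active = mean inhibition of at least 70% across replicates, with every replicate also reaching that level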
# Target sequence (P26447 whole entry, looked up): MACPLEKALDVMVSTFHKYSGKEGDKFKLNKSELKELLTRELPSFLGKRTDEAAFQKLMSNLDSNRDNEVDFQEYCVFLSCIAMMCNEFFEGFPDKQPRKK
#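 System – human S100A4 monomer protein, biochemical binding assay · Buffer or medium – Calcium-containing HEPES buffer, pH 7.2 · Timing – 5 min between mix addition and reading · Also added – TAMRA-labelled myosin IIA heavy-chain peptide probe, 5 nM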
# FN deposition inh: fibronectin deposition inhibition; AH1F fibroblasts, Alexa488-fibronectin deposition fluorescence, overnight; inhibition, % at 12.6 µM; 350,000 compounds, 0.086% hits; AID 743247;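 active = mean inhibition across replicates of 30% or more, regardless of how many single replicates reach that level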;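 note: positive control wells lacked labelled fibronectin entirely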
#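 Material: AH1F fibroblast monolayer depositing Alexa488-labelled fibronectin into matrix | Input: 10000 AH1F cells/well | Medium: DMEM plus 2% serum, read in PBS | Reagent: Alexa488-fibronectin, 24 nM final in well | Compound dosing: One dose per compound, pinned | Schedule: 1 h adhesion, overnight exposure | Measured by: Fluorescence at 485 nm excitation, 525 nm emission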
# LGR2 antag: inhibitors of bursicon-induced Drosophila LGR2 receptor cAMP signaling | 380,000 compounds, 0.35% hits | AID 720647 | inhibition, % at 9.99 µM | HEK293 LGR2, CRE-luciferase, bursicon-stimulated, 4 h;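 active = drop in luminescence signal, shown as inhibition above about 50% in the replicate tests, limit read from the data, passing the limit was not always enough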;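 note: agonist challenge used bursicon conditioned medium at about half maximal strength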
# esBAF inh: inhibitors of esBAF chromatin remodeling in mouse ES cells; reporter increase, % at 12.5 µM; 350,000 compounds, 2% hits; Bmi1-luciferase knock-in reporter, 24 h; 100% = twice the neutral-well signal; in the data active = activation above about 40%;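 note: 0% = median of the plate's neutral control wells and 100% = double that signal; a rise in the Bmi1 reporter signal indicates esBAF inhibition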
# SIRT5 inh: inhibitors of human sirtuin-5 desuccinylase | Q9NXA8 | Purified SirT5, succinyl-peptide AMC, trypsin-coupled fluorescence | inhibition, % at 15 µM | 330,000 compounds, 1.1% hits | AID 652115; in the data active = inhibition above about 15%
# Target sequence (Q9NXA8 whole entry, looked up): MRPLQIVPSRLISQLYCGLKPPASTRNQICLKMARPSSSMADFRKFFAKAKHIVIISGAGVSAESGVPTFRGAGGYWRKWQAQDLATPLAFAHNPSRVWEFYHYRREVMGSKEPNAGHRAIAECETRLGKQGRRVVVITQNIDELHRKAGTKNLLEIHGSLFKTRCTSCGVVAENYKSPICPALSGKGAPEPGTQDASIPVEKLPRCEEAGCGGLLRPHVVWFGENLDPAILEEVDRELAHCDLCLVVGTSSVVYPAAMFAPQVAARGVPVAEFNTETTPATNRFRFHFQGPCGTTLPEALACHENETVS
# Statin myotox sup: suppression of simvastatin myotoxicity | C2C12 myotubes + simvastatin, ATP luminescence, 48 h; scaled: DMSO 0, geranylgeraniol control 100 | rescue of ATP level, % at 7.49 µM | 330,000 compounds, 0.78% hits;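 active = mean ATP rescue above about 67%, or every replicate alone reaching that limit, limit read from the data, passing the limit was not always enough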;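 note: myotubes were challenged with 10 µM simvastatin during compound exposure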
# Casp6 inh: caspase-6 (human) enzyme inhibition | P55212 | purified caspase-6, Z-VEID-R110 cleavage fluorescence | inhibition, % at 12.5 µM | 350,000 compounds, 0.53% hits | AID 686996;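 active = mean inhibition across replicates at least about 35%, with every replicate also reaching that limit, limit read from the data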;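 note: 0% = median of neutral control wells and 100% = no fluorescence left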
# Target sequence (P55212 24-179 limits assumed): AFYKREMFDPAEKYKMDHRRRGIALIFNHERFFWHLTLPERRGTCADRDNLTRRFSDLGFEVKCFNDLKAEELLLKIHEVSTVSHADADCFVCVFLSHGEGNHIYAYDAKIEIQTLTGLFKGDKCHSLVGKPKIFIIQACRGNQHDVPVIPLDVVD
# Target sequence (P55212 194-293 limits assumed): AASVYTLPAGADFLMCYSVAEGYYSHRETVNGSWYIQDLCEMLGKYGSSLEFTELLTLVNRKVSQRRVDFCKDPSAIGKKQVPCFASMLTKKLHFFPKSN
# * marks the source's active call; other numbers are inactive results; x = not tested or not shown. Not all compounds are listed; rates above refer to the full screens.
SMILES,S100A4 inh HTS,FN deposition inh,LGR2 antag,esBAF inh,SIRT5 inh,Statin myotox sup,Casp6 inh
COc1ccc2c3c([nH]c2c1)[C@H](CO)N(C(=O)c1ccccc1)CC31CCN(C(=O)c2cccc(F)c2)CC1,-17,x,-7,x,7,x,1
C[C@@H]1CN([C@@H](C)CO)C(=O)Cc2cc(NC(=O)c3ccncc3)ccc2O[C@@H]1CN(C)C(=O)Nc1ccc(F)cc1,x,-7,6,1,x,10,x
C[C@@H]1CN([C@H](C)CO)C(=O)c2cccc(NC(=O)c3ccncc3)c2O[C@H]1CN(C)Cc1ccc(Oc2ccccc2)cc1,6,10,14,3,8,-31,-1
C[C@@H]1CN([C@H](C)CO)C(=O)c2cccc(NC(=O)CCCCCC(=O)Nc3ccccc3N)c2O[C@H]1CN(C)CC1CC1,1,x,3,x,x,x,-1
O=C(c1ccccc1)N1C[C@H]2[C@@H](c3ccccc31)[C@@H](CO)N2Cc1ccccc1F,0,x,-3,2,9,17,-2
COc1ccc(C(=O)Nc2ccccc2C)cc1S(=O)(=O)N1CCOCC1,-37,-8,7,4,-10,-3,1
COc1cc2c(cc1OC)C(c1ccc(Cl)cc1)=NCC2,-13,-10,-13,-3,-1,-4,-1
O=C1CSC(=S)N1c1cccc(O)c1,-11,1,16,7,-2,3,11
CC1(C)CC(/C=C/c2ccccc2)=Nc2ccccc2N1,-4,9,-42,x,-2,x,-4
COc1ccc(C(=O)C2CCCN(C(=O)Cc3c(C)noc3C)C2)cc1OC (configuration not stated),4,0,-12,x,0,x,4
Cc1c(Cl)cccc1NC(=O)Nc1c(C)n(C)n(-c2ccccc2)c1=O,-2,-10,-3,x,0,x,0
CCC(=O)Oc1ccc(C(=O)Nc2cccc(NC(=O)c3ccco3)c2)cc1,-1,5,24,0,-5,-19,-2
CC(=O)Nc1ccc(S(=O)(=O)N(C)c2ccc(OCC(=O)OCC(=O)N3CCCCC3)cc2)cc1,3,1,-9,x,-12,x,x
COc1ccc2c3c([nH]c2c1)[C@@H](CO)N(S(=O)(=O)c1cn(C)cn1)CC31CCN(CC2CCCCC2)CC1,0,-7,22,x,7,x,3
COc1ccc(-n2nc(C(=O)NCC(=O)NCCCN3CCOCC3)c3ccccc3c2=O)c(OC)c1,3,-3,-7,-12,-10,37,7
CCCOc1ccc(N2C(=O)CC(NCC#N)C2=O)cc1 (configuration not stated),3,-3,7,-7,0,1,0
CN(C)CC(=O)N[C@H]1CC[C@H](CCNC(=O)C2CCCCC2)O[C@H]1CO,-3,-5,-20,-1,2,-4,-25
C[C@H]1CN([C@@H](C)CO)C(=O)Cc2cc(NS(=O)(=O)c3cccs3)ccc2O[C@H]1CN(C)S(=O)(=O)c1ccccc1,-4,x,-19,-7,-3,18,2
Cc1ccc(C(=O)Oc2cc(N)n(S(=O)(=O)c3ccc(F)cc3)n2)cc1,1,5,2,-10,-2,-2,-1
Cc1cc[n+](Cc2ccc([N+](=O)[O-])cc2)cc1,0,14,-13,x,-4,x,0
Cc1nc(NC(=O)C2CC2)sc1C(=O)Nc1ccccc1,1,8,6,0,7,-38,-2
Cc1cccc(C(=O)N[C@H](C(=O)Nc2ccc(S(=O)(=O)NC3=NCCCCC3)cc2)C(C)C)c1,-10,9,18,x,-1,x,-1
Cc1cc(C(=O)CSc2nncs2)c(C)n1Cc1ccco1,1,-10,2,x,-2,x,1
CC(C)(C)c1ccc2cccc(F)c2n1,-5,-8,-11,-2,-3,10,-2
CCOC(=O)N1CCN(CC(=O)Nc2ccc([N+](=O)[O-])cc2C(=O)Nc2ccccc2F)CC1,3,2,21,x,13,x,0

# Next part (two carried over from the part before).
SMILES,S100A4 inh HTS,FN deposition inh,LGR2 antag,esBAF inh,SIRT5 inh,Statin myotox sup,Casp6 inh
CC(C)(C)c1ccc2cccc(F)c2n1,-5,-8,-11,-2,-3,10,-2
CCOC(=O)N1CCN(CC(=O)Nc2ccc([N+](=O)[O-])cc2C(=O)Nc2ccccc2F)CC1,3,2,21,x,13,x,0
O=C(CSc1nncs1)NCCCc1ccccc1,-10,2,10,x,-2,x,-1
Cc1ccc(-c2ccc3c(c2)O[C@@H](CN(C)Cc2cncnc2)[C@@H](C)CN([C@H](C)CO)S3(=O)=O)cc1,7,x,6,-3,-6,12,x
Cc1ccc(C(=O)NC2CCN(S(=O)(=O)c3ccc(C)cc3)CC2)cc1,-11,x,10,x,-4,x,-1
Cc1ccc(C2C(C(=O)c3cccs3)=C(O)C(=O)N2CCN2CCOCC2)o1 (configuration not stated),x,0,x,9,x,2,x
CCC(=O)Nc1ccc2c(c1)C(=O)N(C)C[C@H](OC)[C@H](C)CN(Cc1ccncc1)[C@@H](C)CO2,-1,-18,-10,-2,0,14,x
CC(=O)C1=C(O)C(=O)N(c2ccc(C)cc2)C1c1ccccn1 (configuration not stated),x,-15,x,15,x,-3,x
O=C(C[C@@H]1C=C[C@H](NS(=O)(=O)c2ccc(F)cc2)[C@H](CO)O1)NCc1ccc(Cl)c(Cl)c1,-5,x,3,15,2,-2,5
CC[C@@H](C(=O)[C@@H](C)[C@@H](O)[C@H](C)[C@@H]1O[C@@H]([C@@H](CC)C(=O)O)CC[C@@H]1C)[C@H]1O[C@]2(C=C[C@@H](O)[C@]3(CC[C@@](C)([C@H]4CC[C@](O)(CC)[C@H](C)O4)O3)O2)[C@H](C)C[C@@H]1C,7,11,x,-54,6,-135,3
O=c1[nH]ncc(N2CCCC2)c1Cl,5,1,x,x,0,x,-3
O=C1NCC(c2ccccc2)C1C(=O)N/N=C/c1ccc(Cl)s1 (configuration not stated),3,x,-2,x,-1,x,2
Cc1noc(C)c1S(=O)(=O)Nc1ccc2c(c1)C(=O)N([C@@H](C)CO)C[C@H](C)[C@@H](CN(C)Cc1ccc(C(=O)Nc3ccccc3N)cc1)O2,-6,-21,0,x,1,x,2
Cc1ccc(NC(=O)CCn2c(=O)c3cccn3c3ccccc32)c(C)c1,-6,6,0,-1,-9,-8,-2
CC(C)c1ccc2[nH]c(O)c(N=NC(=O)c3cccc(S(=O)(=O)Nc4ccc(Cl)cc4)c3)c2c1,0,5,-4,-5,-3,6,0
O=S(=O)(CCc1nc2ccccc2s1)c1ccc(Cl)cc1,x,-3,x,6,x,-5,x
Cc1noc(C)c1NC(=O)Nc1ccc2c(c1)C(=O)N([C@@H](C)CO)C[C@H](C)[C@H](CN(C)CC1CCCCC1)OCCCC[C@H](C)O2,8,x,9,2,-5,x,1
COc1ccccc1NC(=O)N[C@@H]1C=C[C@H](CC(=O)N[C@H](C)c2ccccc2)O[C@H]1CO,-12,-5,-9,8,-4,7,1
CCOC(=O)COc1ccc2c(c1)C(=O)CC(C)(C)O2,-2,x,-2,-6,-7,-24,-6
CCOC(=O)c1n[nH]n2c1nc(=O)c1ccccc12,-1,13,-39,6,-12,7,-2
CC(C)C(=O)N1CCC(n2nccc2NC(=O)CCc2ccccc2)CC1,1,1,7,-1,6,6,2
Cc1cc2cc(CN(Cc3cccs3)Cc3nnnn3CC3CCCO3)c(=O)[nH]c2cc1C (configuration not stated),0,x,5,2,-2,9,8
COc1ccc(C(O)c2nc(-c3cnc4ccccc4c3)cs2)cc1 (configuration not stated),-1,3,-50,49*,x,12,-1
Cn1nnc(C(O)CNCc2ccc(Cl)cc2)n1 (configuration not stated),2,x,-6,x,-3,x,0
CCC(=O)Nc1ccc(NC(=O)c2cccc(OC)c2)nc1,x,-2,x,33,x,-23,x
c1coc(-c2nc3nc4ccccc4nc3n2-c2ccc3c(c2)OCCO3)c1,x,12,x,-7,x,-3,x
O=C(NCC[C@H]1CC[C@H](NS(=O)(=O)c2ccccc2)[C@@H](CO)O1)c1ccc2c(c1)OCO2,4,x,-9,1,-1,9,0
C[C@@H]1CN([C@H](C)CO)S(=O)(=O)c2ccc(C3=CCCC3)cc2O[C@H]1CN(C)C(=O)c1cnccn1,x,-9,-1,2,x,-2,x
COc1ccc(S(=O)(=O)N2CCOC2CNC(=O)C(=O)NCCc2ccccc2)cc1C (configuration not stated),3,-2,-14,4,-1,-21,0
O=C(c1ccc(Cl)c(S(=O)(=O)N2CCOCC2)c1)N1CCN(c2ccccn2)CC1,-12,7,4,10,-1,-6,3
C[C@H]1CN([C@@H](C)CO)C(=O)c2cccc(NS(=O)(=O)c3ccc(Cl)cc3)c2O[C@@H]1CN(C)CC1CC1,1,x,x,-1,-4,36,1

# Part of the list above, bar-delimited.
Structure | S100A4 inh HTS | FN deposition inh | LGR2 antag | esBAF inh | SIRT5 inh | Statin myotox sup | Casp6 inh
COc1ccc(-n2nc(C(=O)NCC(=O)NCCCN3CCOCC3)c3ccccc3c2=O)c(OC)c1 | 3 | -3 | -7 | -12 | -10 | 37 | 7
Cc1ccc(C2C(C(=O)c3cccs3)=C(O)C(=O)N2CCN2CCOCC2)o1 (configuration not stated) | x | 0 | x | 9 | x | 2 | x
O=S(=O)(CCc1nc2ccccc2s1)c1ccc(Cl)cc1 | x | -3 | x | 6 | x | -5 | x
Cc1ccc(NC(=O)CCn2c(=O)c3cccn3c3ccccc32)c(C)c1 | -6 | 6 | 0 | -1 | -9 | -8 | -2
COc1cc2c(cc1OC)C(c1ccc(Cl)cc1)=NCC2 | -13 | -10 | -13 | -3 | -1 | -4 | -1
O=C1NCC(c2ccccc2)C1C(=O)N/N=C/c1ccc(Cl)s1 (configuration not stated) | 3 | x | -2 | x | -1 | x | 2
